Compound activity as filed in PubChem BioAssay.
USP1 inh: inhibitors of human USP1/UAF1 deubiquitinase; 390,000 tested, 0.23% active; recombinant USP1/UAF1, Ub-Rhodamine cleavage fluorescence; O94782; Potency, µM (doses to about 57.1 µM), for inactives: top-dose activity change, negative = inhibition, hits mostly inhibitors; also: potency is read from the fitted curve at half-maximal effect; % is scaled to controls: 0 for no effect and ±100 for the full control effect; nearly all actives have a fitted effect of over 60% in size; inactives centre near -12
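USP1/UAF1 complex at 1 nM was preincubated with compound for 15 min at room temperature, then Ub-Rho substrate (150nM final) was added. Fluorescence (480/540 nm) was read kinetically, 6 reads every 60 seconds.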
PGK inhibitor: blocks T. brucei phosphoglycerate kinase; 380,000 tested, 0.043% active; Potency, µM (doses to about 57.5 µM), without a hit: at the highest dose activity change, negative = inhibition, hits mostly inhibitors; PGK/GAPDH coupled, Kinase-Glo luminescence, 60 min; P07378; also: potency is read from the fitted curve at half-maximal effect; % is scaled to controls: 0 for no effect and ±100 for the full control effect; nearly all actives have a fitted effect of over 60% in size
Target sequence (P07378 whole entry, looked up): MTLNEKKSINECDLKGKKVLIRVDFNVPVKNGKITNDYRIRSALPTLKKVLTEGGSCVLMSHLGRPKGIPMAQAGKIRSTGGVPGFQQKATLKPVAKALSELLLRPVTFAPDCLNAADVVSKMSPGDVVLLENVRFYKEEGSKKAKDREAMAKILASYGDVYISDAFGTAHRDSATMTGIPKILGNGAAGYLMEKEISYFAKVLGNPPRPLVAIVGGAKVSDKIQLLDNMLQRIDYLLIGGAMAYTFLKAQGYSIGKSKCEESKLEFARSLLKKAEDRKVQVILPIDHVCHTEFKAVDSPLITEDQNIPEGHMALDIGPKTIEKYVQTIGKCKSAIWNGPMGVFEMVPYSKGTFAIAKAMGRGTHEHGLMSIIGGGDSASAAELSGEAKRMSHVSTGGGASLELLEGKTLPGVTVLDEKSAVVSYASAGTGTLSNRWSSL
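Recombinant glycosomal PGK reaction used 1,3-bisphosphoglycerate generated in-well by GAPDH (100nM final) in 100mM TEA pH 7.6, 5mM MgCl2, 0.01% Tween-20. After 60 minutes at room temperature, ATP was read by Kinase-Glo Plus luminescence end-point.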
mIDH1 inhibitor: blocks human mutant IDH1 R132H enzyme; O75874; IDH1-R132H enzyme, NADPH consumption, diaphorase/resazurin fluorescence; Potency, µM (top dose mostly 76.6 µM), inactives show at the highest dose activity change, negative = inhibition, most hits filed as inhibitors; 390,000 tested, 0.093% active; AID 602179; also: potency is read from the fitted curve at half-maximal effect; % is scaled to controls: 0 for no effect and ±100 for the full control effect; nearly all actives have a fitted effect of over 65% in size
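IDH1-R132H (0.5 ug/mL) preincubated 30 min with compound, then NADPH (0.016 mM) and alpha-KG (2 mM) added; 80 min at RT, pH 7.5. Remaining NADPH coupled via diaphorase/resazurin to fluorescence (540/590 nm); concentration-response curves normalized to no-enzyme control.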
PI4K2A block: blocks human PI4K2A kinase activity. purified PI4K2A, ADP-Glo luminescence, 1 h; active compounds read low. activity change, negative = inhibition, % at 76.9 µM. 420,000 tested, 0.13% active; in the data active = activity change below about -50%; inconclusive = mostly about -30% to -49%;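 also: -100% = wells without enzyme as full effect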
Target sequence (Q9BTU6 whole entry, looked up): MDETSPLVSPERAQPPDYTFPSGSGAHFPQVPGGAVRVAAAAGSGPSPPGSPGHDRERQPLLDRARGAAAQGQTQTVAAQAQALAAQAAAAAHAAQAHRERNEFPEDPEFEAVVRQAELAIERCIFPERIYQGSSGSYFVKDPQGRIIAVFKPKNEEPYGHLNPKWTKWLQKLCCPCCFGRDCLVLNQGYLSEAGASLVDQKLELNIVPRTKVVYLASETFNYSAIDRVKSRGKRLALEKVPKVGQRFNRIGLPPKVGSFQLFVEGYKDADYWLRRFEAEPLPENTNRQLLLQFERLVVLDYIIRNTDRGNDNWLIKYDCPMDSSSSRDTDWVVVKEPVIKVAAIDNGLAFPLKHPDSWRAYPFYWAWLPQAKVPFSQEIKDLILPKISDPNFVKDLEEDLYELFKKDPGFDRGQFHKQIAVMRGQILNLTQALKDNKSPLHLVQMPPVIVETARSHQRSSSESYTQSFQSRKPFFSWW
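PI4K2A activity was measured by ADP-Glo luminescence: enzyme (4 ug/mL stock) and phosphatidylinositol (1.2 mM stock) in Tris pH 7.5/MgCl2/EGTA/Triton X-100 buffer were reacted with ATP (300 microM stock) for one hour at ambient temperature.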
GLS inh: blocks human kidney-isoform glutaminase activity. GLS enzymatic activity, qHTS titration. 410,000 tested, 0.21% active. O94925. Potency, µM (titrated, usually from 45.5 µM), inactives show top-dose activity change, negative = inhibition, actives largely listed as inhibitors; also: potency is read from the fitted curve at half-maximal effect; % is scaled to controls: 0 for no effect and ±100 for the full control effect
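Coupled fluorescence readout: glutamate oxidase/HRP/Amplex Red detect glutamate formed by hKGA from L-glutamine (1 mM solution added). Buffer 45 mM KH2PO4 pH 8.2, 0.02% Tween-20; reads at t0 and 30 min RT.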
TrxR1 substrate: is turned over as a substrate by rat TrxR1; 390,000 tested, 0.01% active; Potency, µM (doses to about 114 µM), without a hit: at the highest dose activity change, negative = substrate turnover; O89049; purified TrxR1 substrate turnover, NADPH consumption readout; AID 588456; also: potency is read from the fitted curve at half-maximal effect; % is scaled to controls: 0 for no effect and ±100 for the full control effect; nearly all actives have a fitted effect of over 50% in size
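Rat TrxR1, dispensed at 90 nM, was prereduced with 400 uM NADPH (final) for 5 min at ~22 deg C, then incubated with compound 15 min before 400 uM selenite. A first-read NADPH fluorescence drop versus no-compound background flagged substrates.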
Pin1 inhibitor: inhibitors of human Pin1 | Pin1 FP peptide displacement, HiFluor488, 10 min | Potency, µM (top dose mostly 115 µM), without a hit: at the highest dose activity, negative = inhibition, usual class: inhibitors | 390,000 tested, 0.009% active | AID 504891; active = well fitted inhibition curve with a large enough effect in the polarisation, with a control signal flat, not every such curve was filed as active; inconclusive = small, poorly fitted or top-dose-only effect, or effect the other way, or a change in a side signal; inactive = no such curve, though single readings can be large or run the other way; the % refers to the polarisation; also: potency is read from the fitted curve at half-maximal effect; % is scaled to controls: 0 for no effect and ±100 for the full control effect
rTrxR1 inhibitor: blocks rat thioredoxin reductase 1; recombinant rTrxR1, NADPH fluorescence consumption, selenite substrate; Potency, µM (top dose mostly 114 µM), without a hit: at the highest dose activity change, negative = inhibition, hits mostly inhibitors; O89049; 390,000 tested, 1% active; also: potency is read from the fitted curve at half-maximal effect; % is scaled to controls: 0 for no effect and ±100 for the full control effect; nearly all actives have a fitted effect of over 65% in size
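Rat TrxR1 (90 nM in the dispensed reagent) was pre-reduced with 400 uM NADPH for 5 min at room temperature, then incubated with compound for 15 min. After 400 uM selenite was added, NADPH fluorescence (Ex 340/Em 450 nm) was followed for 8 min.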
HP1b chromo inh: inhibitors of HP1-beta chromodomain binding to methylated histone tails; AID 540317; AlphaScreen HP1-beta / biotin-H3K9me3 peptide binding; P83916; 390,000 tested, 0.56% active; Potency, µM (series often up to 114 µM), inactives show at the top dose activity change, negative = inhibition, actives largely listed as inhibitors; also: potency is read from the fitted curve at half-maximal effect; nearly all actives have a fitted effect of over 70% in size; inactives centre near 23
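Compound inhibition of the preformed complex between 50 nM HP1-beta and 50 nM biotinylated H3K9me3 peptide was read by AlphaScreen. Buffer was PBS pH 7.4 with 0.01% Tween-20. Incubations ran 30 min at room temperature, with 10 ug/mL donor/acceptor beads.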
* marks the source's active call; other numbers are inactive results; & = joins results of further samples; [ ] = dose if it differs, or a comment. Unless noted, calls follow the shape of the dose curve; as a rule, active = well fitted curve in the direction sought with a large enough effect; inconclusive = small, poorly fitted or top-dose-only effect, or another doubt; inactive = no such curve, though single readings can be large; an effect the other way counts as inactive or inconclusive.

Cc1ccc(C)c(OCCCC(=O)N2CCOCC2)c1 was read as USP1 inh -16%, PGK inhibitor inactive, mIDH1 inhibitor 8%, PI4K2A block -1, GLS inh 8%, TrxR1 substrate 5%, Pin1 inhibitor -1%, rTrxR1 inhibitor 27% and HP1b chromo inh 4%.
For CCOc1ccccc1C(=O)NC(C(=O)NCCc1ccccn1)C(C)C (configuration not stated) the results were USP1 inh -15%, PGK inhibitor 8%, mIDH1 inhibitor 1%, PI4K2A block -1, GLS inh 0%, TrxR1 substrate 5%, Pin1 inhibitor 0%, rTrxR1 inhibitor inconclusive and HP1b chromo inh 16%.
`CSc1nc(Oc2ccc3ccccc3c2)c2ccccc2n1` gave USP1 inh -17%, PGK inhibitor -3%, mIDH1 inhibitor 6%, PI4K2A block 6, GLS inh 1%, TrxR1 substrate 6%[57.1 µM], Pin1 inhibitor 1%, rTrxR1 inhibitor 11%[57.1 µM] and HP1b chromo inh 122%[activator].
Screening Cc1ccc(CCNC(=O)NC(C)(C)C)cc1 returned USP1 inh -17%, PGK inhibitor 1%, mIDH1 inhibitor 2%, PI4K2A block -5, GLS inh -8%, TrxR1 substrate 3%, Pin1 inhibitor -6%, rTrxR1 inhibitor 13% and HP1b chromo inh 48%[activator].
S=C(NCc1cccnc1)Nc1ccc(Cl)cc1 was read as USP1 inh 1%, PGK inhibitor inactive, mIDH1 inhibitor 0%, PI4K2A block -10, GLS inh 15%, TrxR1 substrate -11%, Pin1 inhibitor 4%, rTrxR1 inhibitor -23% and HP1b chromo inh 10%.
Screening COc1ccc(Br)cc1/C=C/C(=O)NCC(=O)O returned USP1 inh -14%, PGK inhibitor -8%, mIDH1 inhibitor 2%, PI4K2A block -1, GLS inh -5%, TrxR1 substrate 1%, Pin1 inhibitor 0%, rTrxR1 inhibitor 11% and HP1b chromo inh 40%[activator].
Screening Cc1nc(C)c(C(=O)C2=C(O)C(=O)N(CCN(C)C)C2c2cccs2)s1 (configuration not stated) returned USP1 inh -17%, PGK inhibitor 2%, mIDH1 inhibitor 3%, PI4K2A block -1, GLS inh 2%, TrxR1 substrate -9%, Pin1 inhibitor -5%, rTrxR1 inhibitor -22% and HP1b chromo inh 25%.
`O=C(Cc1ccc(S(=O)(=O)N2CCOCC2)s1)Nc1ccc(N2CCOCC2)cc1` gave USP1 inh -19%, PGK inhibitor 2%, mIDH1 inhibitor 0%, PI4K2A block 3, GLS inh 35%[activator], TrxR1 substrate 1%[57.1 µM], Pin1 inhibitor 7%, rTrxR1 inhibitor 12%[57.1 µM] and HP1b chromo inh -7%.
`CC(C)(C)c1cc(C(=O)NNc2ccc(OC(F)(F)F)cc2)n(Cc2ccccc2)n1` gave USP1 inh -25%, PGK inhibitor -7%, mIDH1 inhibitor inconclusive, PI4K2A block 2, GLS inh 0%, TrxR1 substrate -9%[57.1 µM], Pin1 inhibitor -3%, rTrxR1 inhibitor 22% and HP1b chromo inh 16%.
CC(=O)c1c(C)oc2ccc(NS(=O)(=O)c3ccc(F)cc3C)cc12 was read as USP1 inh -6%, PGK inhibitor -1%, mIDH1 inhibitor 6%, PI4K2A block -2, GLS inh -6%, TrxR1 substrate -8%, Pin1 inhibitor -8%, rTrxR1 inhibitor 28%[57.1 µM] and HP1b chromo inh -1%.
Screening CSc1nc(N)c2c(n1)N(C)C=NS2(=O)=O returned USP1 inh inconclusive, PGK inhibitor 0%, mIDH1 inhibitor -4%, PI4K2A block 0, GLS inh -19%, TrxR1 substrate -7%, Pin1 inhibitor 0%, rTrxR1 inhibitor -6% and HP1b chromo inh -1%.
Screening O=C(C[n+]1ccc(C(=O)N/N=C/c2ccc(Br)cc2)cc1)c1ccccc1 returned USP1 inh -14%, PGK inhibitor -6%, mIDH1 inhibitor 5%, PI4K2A block 0, GLS inh 1%, TrxR1 substrate -5%, Pin1 inhibitor -1%, rTrxR1 inhibitor -2% and HP1b chromo inh 29%.
CCOC(=O)[C@@H]1[C@H]2COc3ccccc3[C@@H]2N2C(=O)N(c3ccc(OC)cc3)C(=O)[C@@]12C was read as USP1 inh -12%, PGK inhibitor 2%, mIDH1 inhibitor 9%, PI4K2A block 4, GLS inh -4%, TrxR1 substrate 6%[57.1 µM], Pin1 inhibitor 1%, rTrxR1 inhibitor 12% and HP1b chromo inh 17%.
`Cc1ccc(-n2c(=O)c3c(c4cc(C)ccc4n3C)n(CC(=O)NCC3CCCO3)c2=O)cc1` (configuration not stated) gave USP1 inh -7%&7%, PGK inhibitor 2%, mIDH1 inhibitor -3%&-8%, PI4K2A block -5&-1, GLS inh 2%&-1%, TrxR1 substrate 115%[activator], Pin1 inhibitor 40%[activator], rTrxR1 inhibitor 130%[activator] and HP1b chromo inh 26%.
`Cc1sc2c3ccsc3ccc2[n+]1C` gave USP1 inh -21%, PGK inhibitor 6%, mIDH1 inhibitor 1%, PI4K2A block -7, GLS inh inconclusive, TrxR1 substrate 8%[57.1 µM], Pin1 inhibitor 2%, rTrxR1 inhibitor 23%[57.1 µM] and HP1b chromo inh -20%.

Reprinted from the part before: 2 entries; new compounds follow.
`Cc1ccc(-n2c(=O)c3c(c4cc(C)ccc4n3C)n(CC(=O)NCC3CCCO3)c2=O)cc1` (configuration not stated) gave USP1 inh -7%&7%, PGK inhibitor 2%, mIDH1 inhibitor -3%&-8%, PI4K2A block -5&-1, GLS inh 2%&-1%, TrxR1 substrate 115%[activator], Pin1 inhibitor 40%[activator], rTrxR1 inhibitor 130%[activator] and HP1b chromo inh 26%.
`Cc1sc2c3ccsc3ccc2[n+]1C` gave USP1 inh -21%, PGK inhibitor 6%, mIDH1 inhibitor 1%, PI4K2A block -7, GLS inh inconclusive, TrxR1 substrate 8%[57.1 µM], Pin1 inhibitor 2%, rTrxR1 inhibitor 23%[57.1 µM] and HP1b chromo inh -20%.
For CC(C)(C)n1nnnc1C(c1ccccc1F)N1CCN(C(=O)c2ccco2)CC1 (configuration not stated) the results were USP1 inh -22%, PGK inhibitor inactive, mIDH1 inhibitor 4%, PI4K2A block 0, GLS inh 6%, TrxR1 substrate 7%[57.1 µM], Pin1 inhibitor 7%, rTrxR1 inhibitor 26%[57.1 µM] and HP1b chromo inh 23%.
CSc1ccccc1C(=O)Nc1cccc(C(C)O)c1 (configuration not stated) was read as USP1 inh -8%, PGK inhibitor -9%, mIDH1 inhibitor 2%, PI4K2A block -3, GLS inh -8%, TrxR1 substrate -5%, Pin1 inhibitor -1%, rTrxR1 inhibitor 18% and HP1b chromo inh 22%.
For COc1ccc(-c2cc(COc3ccccc3)on2)cc1 the results were USP1 inh -6%, PGK inhibitor 7%, mIDH1 inhibitor 0%, PI4K2A block 4, GLS inh 1%, TrxR1 substrate -1%, Pin1 inhibitor 14%, rTrxR1 inhibitor 26% and HP1b chromo inh 139%[activator].
For O=C1c2ccccc2C(=O)N1CCCc1nc(-c2ccncc2)no1 the results were USP1 inh -22%, PGK inhibitor -1%, mIDH1 inhibitor 3%, PI4K2A block 3, TrxR1 substrate -1%, Pin1 inhibitor 2%, rTrxR1 inhibitor -6% and HP1b chromo inh 19%.
`O=C(Nc1nc(-c2cccs2)cs1)C1CC(=O)N(c2ccc3c(c2)OCCO3)C1` (configuration not stated) gave TrxR1 substrate -6%, Pin1 inhibitor 13%, rTrxR1 inhibitor 7% and HP1b chromo inh 3%.
`CCN(c1ccc(Cl)cc1)S(=O)(=O)c1nnc(NC(=O)c2ccco2)s1` gave USP1 inh -13%, PGK inhibitor -10%, mIDH1 inhibitor -12%, PI4K2A block -11, GLS inh inconclusive, TrxR1 substrate 8%[11.4 µM], Pin1 inhibitor -1%, rTrxR1 inhibitor 2% and HP1b chromo inh 11%.
CCn1c2c(c(=O)n3ncc(C(=O)Nc4ccc(F)c(Cl)c4)c13)CN(Cc1ccc(OC)cc1)CC2 was read as USP1 inh inconclusive, PGK inhibitor -2%, mIDH1 inhibitor -7%, PI4K2A block 2, GLS inh -8%, TrxR1 substrate 3%[57.1 µM], Pin1 inhibitor 18%, rTrxR1 inhibitor 18%[57.1 µM] and HP1b chromo inh 13%[57 µM].
`Cc1ccc(N=CC2=C(O)CC(c3cccc(Cl)c3)CC2=O)cc1` (configuration not stated) gave USP1 inh -4%, PGK inhibitor -1%, mIDH1 inhibitor -2%, PI4K2A block -2, GLS inh 4%, TrxR1 substrate 7%[57.1 µM], Pin1 inhibitor 0%, rTrxR1 inhibitor -9% and HP1b chromo inh 18%.
For CC(C)(C)c1cc[n+](-c2[nH]c(=O)sc2/C=N/N=C(\[O-])c2ccccc2)cc1 the results were USP1 inh -13%, PGK inhibitor inactive, mIDH1 inhibitor -1%, PI4K2A block 3, GLS inh -1%, TrxR1 substrate -18%, Pin1 inhibitor inconclusive, rTrxR1 inhibitor -5% and HP1b chromo inh 31%.

Some of the compounds tested; rates above refer to the full screens.
